Compound activity from PubChem.
INS-1E GSIS act = primary screen for activators of insulin secretion dependent on glucose, INS-1E cells, GLuc reporter luminescence; INS-1E GLuc reporter insulin secretion, 2-3 h; AID 743287; activation, % at 16.6 µM; 370,000 compounds, 0.61% hits;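 active means lowest replicate activation of at least 40%, so every replicate reaches that level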;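 further: 0% = median of neutral control wells and 100% = median of IBMX positive control wells; some compounds called inactive have numbers as strong as hits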
DENV2 CPE = DENV2-induced cell death inhibition. DENV2-infected cells, cytopathic effect rescue, plate reader. CPE inhibition, % at 9.99 µM. 350,000 compounds, 1.7% hits. AID 651640; in the data active means CPE inhibition above about 20%, passing the limit was not always enough; inconclusive means no clear call, values can overlap the other calls; tested in BHK-21 cells;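 further: 0% = median of neutral control wells and 100% = median of positive control wells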
E-selectin induc = induces E-selectin expression in human endothelial cells; P16581; HUVEC E-selectin immunofluorescence imaging; normalized: neutral wells 0, TNF-alpha wells 100; activation, % at 7.58 µM; 260,000 compounds, 0.37% hits;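 active means mean E-selectin-positive cell signal at least 10% of the positive control, reached in at least 60% of replicates, without over 20% cell loss; inconclusive means no rule given, readout overlaps actives, possibly toxicity-flagged; inactive means the rest, including those meeting only one limit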;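 further: in these data hits start at about 27%; measured in HUVEC primary endothelial cells; signal is the percent of cells scored E-selectin positive by PE staining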
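System: HUVEC / Compound: single concentration / Signal: immunofluorescence imaging / Read-out: percent E-selectin-positive cells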
CFTR F508del cor = CFTR F508del correction in bronchial cells; CFBE cells, YFP halide quenching; stimulated with forskolin plus potentiator P3; % fluorescence drop versus neutral controls; activity (quench increase), % at 7.58 µM; 350,000 compounds, 0.36% hits; AID 720511;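 active means mean added fluorescence quench of at least 8% versus neutral control, with both replicates also reaching 8%; inconclusive means only one of the mean or replicate conditions met; inactive means mean below 8% and not both replicates reaching 8%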;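 further: cells transiently co-express mutant CFTR-F508del with the halide-sensitive YFP; corrector assay measuring rescue of mutant channel to the surface after 24 h compound exposure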
RAD52 anneal inh = blocks human RAD52 DNA annealing; inhibition, % at 18.7 µM; 360,000 compounds, 0.46% hits; P43351; recombinant RAD52 DNA annealing, FRET fluorescence;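 active means every replicate showing at least 50% inhibition; inconclusive means mean inhibition at least 50% but not in every replicate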
Target sequence (P43351 whole entry, looked up): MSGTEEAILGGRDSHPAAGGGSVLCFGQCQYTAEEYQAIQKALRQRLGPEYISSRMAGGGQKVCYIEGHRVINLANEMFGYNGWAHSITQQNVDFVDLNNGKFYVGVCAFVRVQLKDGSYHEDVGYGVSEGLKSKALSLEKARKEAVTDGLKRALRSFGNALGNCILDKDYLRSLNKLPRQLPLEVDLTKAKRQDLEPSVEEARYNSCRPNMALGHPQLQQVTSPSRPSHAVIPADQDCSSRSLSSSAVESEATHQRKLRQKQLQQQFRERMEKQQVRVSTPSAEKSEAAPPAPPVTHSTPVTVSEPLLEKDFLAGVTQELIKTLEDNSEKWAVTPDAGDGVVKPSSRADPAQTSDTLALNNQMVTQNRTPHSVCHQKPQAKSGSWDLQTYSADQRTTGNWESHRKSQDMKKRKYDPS
CASP6 VEID inh = blocks human caspase-6 cleavage activity | purified caspase-6, Z-VEID-R110 cleavage fluorescence | inhibition, % at 12.5 µM | 350,000 compounds, 0.53% hits;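 active means mean inhibition across replicates at least about 35%, with every replicate also reaching that limit, limit read from the data; inconclusive means only one of the two criteria met; inactive means neither criterion met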;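 further: 0% = median of neutral control wells and 100% = no fluorescence left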
Target sequence (P55212 24-179 limits assumed): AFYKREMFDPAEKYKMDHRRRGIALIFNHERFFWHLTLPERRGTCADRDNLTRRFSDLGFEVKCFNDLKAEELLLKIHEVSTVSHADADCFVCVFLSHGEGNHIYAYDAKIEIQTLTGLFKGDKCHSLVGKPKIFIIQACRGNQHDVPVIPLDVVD
Target sequence (P55212 194-293 limits assumed): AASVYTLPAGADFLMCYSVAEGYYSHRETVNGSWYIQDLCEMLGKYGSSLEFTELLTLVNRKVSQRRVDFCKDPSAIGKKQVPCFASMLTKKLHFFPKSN
RAD54 branch = blocks human RAD54 Holliday junction branch migration; 360,000 compounds, 0.14% hits; AID 602329; Q92698; inhibition, % at 10.4 µM; FAM/BHQ fluorescence;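 active means mean normalized replicate activity at least 40 and at least half of replicates scoring 40 or more; inconclusive means only one of the two criteria met; inactive means mean below 40 and under half of replicates reaching 40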;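 further: 0% = median of neutral control wells and 100% = median of positive control wells; inhibitors cause a drop in the FAM fluorescence signal; in these data hits start at about 50%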
Xi reactivation = X-chromosome reactivation activator. XiGFP mouse fibroblasts, % GFP-positive cells imaging, 3 d; cells co-treated with 5-aza-dC sensitizer; scaled so ellipticine positive control = 100%. activation, % at 7.58 µM. 360,000 compounds, 0.055% hits. AID 743238;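 active means mean normalized replicate activation at least 10% and every replicate at or above 10%; inconclusive means only one of the two criteria met; inactive means mean below 10% and not all replicates reach 10%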;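 further: 0% = median of on-plate neutral control wells and 100% = ellipticine 6 µM median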
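System: XiGFP fibroblasts, SV40-immortalized. Medium: DMEM plus 5-aza-dC sensitizer. Doses: single point. Timing: 3 d treatment, 15 min room-temperature fixation. Control set: ellipticine 6 µM.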
An asterisk follows results filed as active; ? = inconclusive; · = no result given.

SMILES | INS-1E GSIS act | DENV2 CPE | E-selectin induc | CFTR F508del cor | RAD52 anneal inh | CASP6 VEID inh | RAD54 branch | Xi reactivation
COc1ccc([N+](=O)[O-])cc1NC(=O)COC(=O)c1ccccn1 | 3 | 2 | 0.1 | -2.2 | -22 | 0 | -1 | 0.0
COc1ccc(NC(=O)C2(C)CCCN2C(=O)C(C)C)cc1OC (centres undefined) | · | 0 | · | -3.2 | -8 | -3 | 4 | 0.3
Cc1ccc(S(=O)(=O)Nc2cc(C(=O)O)ccc2N2CCCCC2)cc1 | 125 | -3 | · | -3.9 | -15 | 6 | · | ·
Cc1c(C(C)C)c(=O)n(-c2ccc(S(=O)(=O)NCc3ccccc3)cc2)n1C | -56 | 14 | · | · | -4 | -4 | · | 0.0
CCNc1nc(NCC)n2c(SCC(=O)c3ccc(C(C)C)cc3)nnc2n1 | 19 | -3 | 6.5 | · | 1 | -5 | · | 0.1
Cc1ccc(C)c(OCCC(=O)NNC(=O)c2ccncc2)c1 | -2 | 8 | 0.2 | -2.0 | -6 | 2 | 13 | 0.5
Cc1ccc(S(=O)(=O)Cc2ccc(C(=O)N3CCN(c4ccccn4)CC3)o2)cc1 | 5 | 4 | · | -0.8 | -16 | 3 | 2 | 0.2
CCc1ccccc1NC(=O)CNC(=O)c1cccc(S(=O)(=O)N2CCN(Cc3ccccc3)CC2)c1 | -49 | 2 | 0.0 | 3.1 | -380 | -2 | -8 | 0.0
CC1C=NC(S(=O)(=O)N2CC[C@@H]3[C@@H](CO)N(C)c4ccc(C5=CCCCC5)cc4[C@@H]32)=N1 (some centres undefined) | -15 | -5 | 0.4 | -1.1 | 4 | -2 | 8 | 0.4
CC1Cc2ccccc2N1C(=O)c1ccc2snnc2c1 (centres undefined) | 34 | -2 | · | -1.5 | -3 | 5 | 3 | ·
COCC(=O)Nc1ccc2c(c1)[C@H]1C[C@H](CC(=O)NCCN3CCCCC3)O[C@H](CO)[C@H]1O2 | 20 | 4 | -0.1 | -4.4 | 17 | 1 | 5 | 0.2
CCn1c(SCC(=O)N/N=C/c2cc(OC)c(OC)c(OC)c2)nc2ccccc21 | · | -3 | · | · | -2 | 1 | · | 0.1
Cc1cccc(OCc2nnc(SCC(=O)N3c4ccccc4Sc4ccc(Cl)cc43)o2)c1 | -6 | -1 | -2.3 | · | 0 | -3 | · | 0.0
O=C(NNS(=O)(=O)c1ccc(F)cc1)c1ccccc1F | · | 0 | · | · | -10 | 46* | -1 | 0.3
CCN(CC(=O)Nc1ccccc1OC)C(=O)CSCC(=O)Nc1cccc(C)c1 | -19 | ? | -1.9 | 0.6 | -2 | -117 | -11 | 0.4
CC(C)NC(=O)Nc1ccc2c(c1)C(=O)N([C@@H](C)CO)C[C@@H](C)[C@@H](CN(C)Cc1ccc3c(c1)OCO3)OCCCC[C@@H](C)O2 | 6 | 5 | · | 3.0 | -3 | 1 | -3 | -0.1
CCCC(=O)Nc1ccc2c(c1)OC[C@@H](C)N(C(=O)c1ccncc1)C[C@@H](C)[C@@H](OC)CN(C)C2=O | 11 | 6 | 0.2 | 0.0 | 3 | 1 | -9 | 0.1
C=CCn1c(-c2ccncc2)n[nH]c1=S | 7 | -2 | · | 1.3 | -9 | -2 | · | 0.0
CC(C)NC(=O)Nc1ccc2c(c1)CC(=O)N([C@H](C)CO)C[C@@H](C)[C@H](CN(C)Cc1ccc(Cl)c(Cl)c1)O2 | -21 | -7 | 11 | 0.8 | -7 | 0 | -27 | -0.2
COc1ccccc1NC(=O)N[C@@H]1CC[C@H](CCn2cc(-c3cccnc3)nn2)O[C@H]1CO | -7 | 3 | 0.1 | -1.1 | 3 | 1 | -6 | 0.1
COc1cc(OC)cc(C(=O)Nc2ccc3nc4n(c(=O)c3c2)CCCC4)c1 | 9 | 119* | · | 3.7 | -12 | 1 | -2 | 0.3
C[C@H](CO)N1C[C@H](C)[C@H](CN(C)Cc2ccc(Oc3ccccc3)cc2)Oc2ccc(NS(=O)(=O)c3cn(C)cn3)cc2C1=O | 1 | -2 | 0.6 | -0.5 | 26 | 2 | -1 | 0.0
C[C@@H]1CCCCO[C@H](CN(C)CC2CCCCC2)[C@H](C)CN([C@H](C)CO)C(=O)c2cc(NS(=O)(=O)c3ccc(F)cc3)ccc2O1 | 4 | -1 | -0.2 | 2.3 | 44 | 3 | 0 | 0.4
CCN(C[C@H]1N[C@@](CC)(C(=O)OC)[C@H]2C(=O)N(Cc3ccccc3)C(=O)[C@@H]12)C(=O)Nc1ccc(OC)cc1 | 1 | 14 | 0.7 | 3.7 | 4 | -2 | 2 | 0.0
C=CCC[C@H](Cc1ccc(F)cc1)C(=O)OC[C@H](Cc1c[nH]c2ccccc12)NC(=O)[C@@H](CC=C)CC(=O)NCCO | · | -15 | 0.2 | -0.4 | 7 | 1 | 0 | 0.1
Nc1nc(N)c2c(n1)CN(Cc1ccc(Cl)cc1)C2 | · | -8 | 0.0 | -4.3 | -12 | 2 | 5 | -0.1
CCOC(=O)N1CCN(C(=O)CN(C2CCCCC2)S(=O)(=O)c2ccc(Cl)cc2)CC1 | -14 | 2 | · | -1.0 | -4 | 5 | -16 | ·
O=C(NCC1CCCO1)c1ccc2c(=O)n(CC3CCCO3)c(SCC(=O)N3CCCC3)nc2c1 (centres undefined) | 18 | -2 | 1.8 | 0.2 | -3 | 3 | 12 | 0.1
C[C@H]1CN([C@@H](C)CO)C(=O)Cc2cc(NS(=O)(=O)c3ccc(Cl)cc3)ccc2O[C@H]1CN(C)S(=O)(=O)c1ccc(Cl)cc1 | -4 | -3 | 1.7 | 0.3 | -9 | 3 | 6 | 0.2
O=C(CNC(=O)c1ccco1)N=Nc1c(O)[nH]c2ccc(Br)cc12 | -8 | 0 | · | -0.9 | -5 | 6 | 3 | 0.0
O=C(Nc1scc(-c2ccccc2)c1C(=O)O)c1ccccc1F | · | 3 | · | -0.7 | -9 | 5 | -16 | 0.1
O=S(=O)(N[C@@H]1CC[C@@H](CCn2cc(C3CC3)nn2)O[C@H]1CO)c1ccc(Cl)cc1 | -2 | -7 | -0.3 | 4.9 | -12 | 1 | -2 | -0.1
COc1ccc([C@H]2C=C3CN(C(=O)OC(C)(C)C)S(=O)(=O)[C@H]3C[C@H]2OC(=O)c2cccs2)cc1 | 1 | 4 | -0.1 | 2.3 | -20 | -1 | · | 0.1
Cc1ccc(NC(=O)CCC(=O)c2cccs2)nc1 | 12 | -2 | -1.6 | -0.6 | -19 | 1 | 15 | 0.2
CCCC#Cc1cnc2c(c1)C(=O)N([C@H](C)CO)C[C@@H](C)[C@@H](CN(C)C(=O)CCN1CCCCC1)O2 | 6 | -2 | -0.1 | -0.2 | 4 | 2 | 2 | -0.5
Cc1ccc(N(CC(=O)NCc2ccccc2)C(=O)c2csnn2)cc1 | 16 | -2 | · | 2.3 | -10 | -8 | 7 | 1.3
CCC(=O)N1CC2(C1)[C@@H](c1ccccc1)[C@@H](CO)N2C(=O)NC(C)C | 5 | 1 | 0.1 | -1.5 | 1 | 1 | · | -0.1
C[C@@H]1CN([C@H](C)CO)C(=O)c2cc(N(C)C)ccc2O[C@@H](C)CCCCO[C@@H]1CN(C)Cc1ccc(C(=O)O)cc1 | -1 | ? | 0.3 | 0.2 | -37 | -2 | -9 | 0.1
O=C(/C=C/c1ccc(O)cc1)c1ccc(O)cc1O | -23 | 4 | 2.6 | -0.4 | -36 | 5 | 8 | 0.3
Cc1cc(/C=N/n2cnnc2)c(C)n1-c1ccc2ncccc2c1 | -8 | 3 | -4.8 | 1.1 | -10 | -3 | 7 | 0.1
CC(C)=CC(=O)N1CCCC(N2CCN(c3ccc(F)cc3)CC2)C1 (centres undefined) | -1 | -5 | 0.0 | 0.5 | -7 | 0 | 7 | 0.2
CNC(=O)c1cc(C(=O)c2c(Cl)cccc2Cl)c[nH]1 | 1 | 0 | · | -2.2 | -6 | 3 | · | 0.0
CN1CCN(C(=S)Nc2ccc(Oc3ccccc3)cc2)CC1 | 2 | -4 | · | -3.6 | -11 | 0 | -2 | 0.1
COc1ccc(OCC(=O)OCC(=O)Nc2cc(S(=O)(=O)N3CCOCC3)ccc2Cl)cc1 | 12 | 5 | -0.2 | 1.7 | -14 | -2 | 0 | 0.2
COc1cc(C(=O)NCC(=O)N2CCN(S(=O)(=O)c3ccccc3)CC2)cc(OC)c1OC | -6 | 0 | -2.2 | -2.6 | -11 | -2 | · | 0.3
CC(C)C(=O)Nc1ccc2c(c1)C(=O)N(C)[C@H]1CC[C@@H](CC(=O)N[C@@H](C)c3ccccc3)O[C@H]1CO2 | -3 | 2 | -0.1 | 2.1 | · | · | -7 | 0.4
Cc1cc(F)ccc1-c1cc(C(=O)NCc2cccc(C(F)(F)F)c2)[nH]n1 | -26 | -5 | 0.1 | 1.9 | -15 | 1 | -5 | 0.3
C[C@H]1CN([C@@H](C)CO)C(=O)Cc2cc(NS(=O)(=O)c3ccc(Cl)cc3)ccc2O[C@H]1CN(C)Cc1ccc(-c2ccccc2)cc1 | 11 | · | 0.7 | 2.4 | · | · | · | 0.6
CC(C)CC(=O)Nc1nnc(SCC(=O)Nc2ccc(F)cc2)s1 | 1 | -4 | · | -2.8 | -13 | 1 | · | 0.0
Cc1cc(=O)[nH]c(SCC(=O)Nc2c(C)n(C)n(-c3ccccc3)c2=O)n1 | 13 | ? | 0.5 | -1.7 | -12 | 1 | -7 | -0.1
CC(=O)OCC(=O)C1(O)CCC2C3CCC4CC(O)CCC4(C)C3C(=O)CC21C (centres undefined) | -13 | 0 | · | 2.5 | 2 | 1 | 1 | ·
N#C/C(=C\c1ccc(Cl)cc1)c1n[nH]c(Cn2cncn2)n1 | 8 | · | · | · | -17 | -3 | -11 | ·
CC(OC(=O)C1CCN(c2ccc(C(F)(F)F)cn2)CC1)C(=O)c1ccccc1 (centres undefined) | · | ? | · | 1.8 | -12 | -2 | 4 | 0.0
Cc1ccc(Cn2c(C(C)Nc3nc(-c4ccc(C)cc4)cs3)nc3cc(Cl)c(Cl)cc32)cc1 (centres undefined) | -3 | · | 0.4 | -0.8 | · | · | 11 | 0.1
COCCNc1nc(Oc2ccc(Cl)c(Cl)c2)c2sccc2n1 | -12 | 0 | -0.1 | -2.7 | -3 | 1 | 4 | -0.1
N#Cc1cccc(NC(=O)CSc2n[nH]c(=O)[nH]c2=O)c1 | 10 | 6 | -0.1 | -0.3 | -14 | -1 | -8 | 0.0
Cc1cc(C(=O)Nc2cccc3c2O[C@@H](CN(C)S(=O)(=O)c2ccccc2)[C@@H](C)CN([C@H](C)CO)C3=O)n(C)n1 | 23 | -5 | 0.0 | 3.7 | 1 | 0 | -1 | 0.3
CC(C)(C)n1nc2c(c1NC(=O)c1cccc(Cl)c1)CS(=O)(=O)C2 | 5 | 0 | 2.1 | 0.3 | -3 | -1 | -2 | 0.0
